# Bioassay records: PubChem, Broad Institute
# SIRT5 block: sirtuin-5 (human) deacylase inhibition; AID 652115; 330,000 tested, 1.1% active; Purified SirT5, succinyl-peptide AMC, trypsin-coupled fluorescence; inhibition, % at 15 µM; Q9NXA8; in the data active = inhibition above about 15%
# Target sequence (Q9NXA8 whole entry, looked up): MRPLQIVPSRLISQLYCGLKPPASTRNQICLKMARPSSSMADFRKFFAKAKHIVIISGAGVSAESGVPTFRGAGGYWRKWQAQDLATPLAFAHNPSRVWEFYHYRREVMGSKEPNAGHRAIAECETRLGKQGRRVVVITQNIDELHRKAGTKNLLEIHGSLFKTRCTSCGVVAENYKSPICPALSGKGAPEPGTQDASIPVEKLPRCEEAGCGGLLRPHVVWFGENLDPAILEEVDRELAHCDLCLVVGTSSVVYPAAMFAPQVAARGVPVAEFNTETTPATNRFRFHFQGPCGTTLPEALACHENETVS
# ERp5 block: ERp5 (human) disulfide isomerase inhibition. Q15084. ERp5 insulin aggregation, absorbance 650 nm, 90 min. inhibition, % at 9.99 µM. 350,000 tested, 0.05% active. AID 651711;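 active = mean replicate inhibition above about 25%, with every replicate also reaching it, limit read from the data, passing the limit was not always enough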
# Target sequence (Q15084 whole entry, looked up): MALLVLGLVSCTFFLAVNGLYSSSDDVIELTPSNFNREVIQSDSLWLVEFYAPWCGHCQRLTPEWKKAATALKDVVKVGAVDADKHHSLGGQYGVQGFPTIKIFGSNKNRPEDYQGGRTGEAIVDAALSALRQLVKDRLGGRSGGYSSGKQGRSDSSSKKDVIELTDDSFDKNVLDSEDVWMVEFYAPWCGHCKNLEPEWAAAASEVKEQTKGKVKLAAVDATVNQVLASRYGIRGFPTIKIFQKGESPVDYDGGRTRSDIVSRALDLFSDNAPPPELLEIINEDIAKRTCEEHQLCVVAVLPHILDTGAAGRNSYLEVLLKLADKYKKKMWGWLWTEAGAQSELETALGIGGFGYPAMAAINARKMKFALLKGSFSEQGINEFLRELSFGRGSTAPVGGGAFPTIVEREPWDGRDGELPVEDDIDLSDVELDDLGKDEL
# * hit, by the source's call; & = joins results of further samples.
SMILES,SIRT5 block,ERp5 block
COc1ccccc1C(O)(C(=O)NNc1cccc(C)c1)c1ccccc1OC,-1,-2
COc1ccc(OC)c(NC(=S)N2CCN(Cc3ccccc3)CC2)c1,-3,-75
O=C(C1CCOCC1)N1CC(=O)N2[C@H](CO)[C@@H](c3ccc(C#Cc4cccc(F)c4)cc3)[C@H]2C1,4,2
COc1cccc(CN2CC3(CN(C(C)=O)C3)c3c(n(C)c4cc(OC)ccc34)[C@H]2CO)c1,2,-7
COc1ccc(-c2ccc(C3[C@H]4CNC[C@@H]3N4C(=O)Nc3ccc4c(c3)OCO4)cc2)cc1 (stereo partly drawn),2&3,-2&0
COC(=O)c1ccc(CN2CC(=O)N3[C@H](CO)[C@@H](c4ccc(-c5ccc(OC)cc5)cc4)[C@H]3C2)cc1,-1,-3
CCS(=O)(=O)N1[C@@H](CO)[C@H](c2ccccc2)C12CN(C(=O)C1CCCC1)C2,4,3
CC(=O)N1CC(=O)N2[C@H](CO)[C@H](c3ccc(C#CC(C)C)cc3)[C@H]2C1,12,0
COc1ccc(N2CCN(C(=O)C(=O)c3ccc(F)cc3)CC2)cc1,-5,-3
COCCCNC(=O)c1nnn2c1nc(N)c1cc(Cl)ccc12,-14,3
O=C(C[C@H]1C=C[C@H](NC(=O)C2CCOCC2)[C@H](CO)O1)NCc1ccccc1Cl,-2,6
COc1ccc2c3c([nH]c2c1)[C@H](CO)N(C(=O)c1cccnc1)CC31CN(C(=O)NC(C)C)C1,6,-4
Cc1cccc(N)c1SC1CCCCC1O (stereo not drawn),1,-3
O=C(c1ccc2c(c1)OCO2)N1CC2(C1)[C@@H](c1ccccc1)[C@H](CO)N2C(=O)C1CCC1,1,6
COc1ccc(-c2ccc([C@@H]3[C@H](CO)N4C(=O)CN(C(=O)NC(C)C)C[C@@H]34)cc2)cc1,1,0
CN(Cc1ccc(Cl)c(Cl)c1)C(C(=O)NCc1ccccc1)c1ccco1 (stereo not drawn),-1,-4
O=C(C[C@@H]1C[C@H]2c3cc(NC(=O)NC4CCCC4)ccc3O[C@H]2[C@H](CO)O1)NCc1cccnc1,-1,0
CCOc1ccc(S(=O)(=O)c2ccc(C)cc2)c2c1no[n+]2[O-],0,5
O=C(c1cnccn1)N1CC(=O)N2[C@@H](CO)[C@@H](c3ccc(C#CC4CC4)cc3)[C@@H]2C1,-6,6
O=C(Nc1ccccc1)N1CC(=O)N2[C@@H](CO)[C@@H](c3ccc(C#CC4CCCCC4)cc3)[C@@H]2C1,9,5
CC(C)(C)NS(=O)(=O)c1ccc(NC(=O)Cc2ccccc2[N+](=O)[O-])cc1,-4,9
CCS(=O)(=O)N1CC(=O)N2[C@@H](CO)[C@H](c3ccc(-c4ccccc4F)cc3)[C@@H]2C1,-2,0
Cc1ccc(N2C(=O)/C(=C/c3ccco3)SC2=S)cc1,0,0
CCCC[C@@H]1Cc2[nH][nH]c(=O)c2[C@H](c2ccc3ccccc3c2)O1,2,-9
O=C(Nn1c(C2CCCCC2)nc2ccccc2c1=O)c1ccc(Cl)c([N+](=O)[O-])c1,-3,-3
COc1cc(OC)cc(C(=O)Nc2cccc(NC(=O)c3ccccc3)c2)c1,-3,4
COC(=O)[C@]12CCCCC=C1N(Cc1ccccc1)C(=O)[C@H](CC(=O)NCc1ccc(OC)c(OC)c1)C2,1,-2
Cc1noc(C)c1S(=O)(=O)Nc1ccc2c(c1)C(=O)N([C@@H](C)CO)C[C@@H](C)[C@H](CN(C)Cc1ccc(C(=O)Nc3ccccc3N)cc1)O2,4,-6
CC(C)CC1NC(=O)c2cc(Cl)ccc2-n2c1nc1ccccc1c2=O (stereo not drawn),-4,-6
CN(Cc1ccco1)C(=O)[C@@H](Cc1ccccc1)NC(=O)[C@H]1O[C@@H](n2ccc(=O)[nH]c2=O)[C@H](O)[C@@H]1O,0,2
CC(C)c1cc(Cn2c3ccccc3c(=O)n2C(C)Cn2cc(CCc3ccccc3)nn2)on1 (stereo not drawn),-10,-9
CC(=O)N1CC(=O)N2[C@H](CO)[C@@H](c3ccc(C#Cc4cccnc4)cc3)[C@H]2C1,2,4
COc1ccc2c3c([nH]c2c1)[C@@H](CO)N(Cc1ccccc1)CC31CCN(C(=O)Nc2cccc(F)c2)CC1,1,9
C[C@H]1CN([C@@H](C)CO)C(=O)Cc2cc(NC(=O)Cn3cnnn3)ccc2O[C@H]1CN(C)Cc1ccc(C(=O)Nc2ccccc2N)cc1,6,-4
CCN1/C(=C2\C(=O)N(C)C(=S)N2C)C=Cc2cc(OC)ccc21,-1,2
C[C@H]1CN([C@@H](C)CO)C(=O)c2cc(NC(=O)CCCCCC(=O)Nc3ccccc3N)ccc2O[C@@H]1CN(C)C(=O)Nc1ccccc1,3,-4
Cc1ccc(-c2cnc3c(c2)C(=O)N([C@@H](C)CO)C[C@@H](C)[C@@H](CN(C)CC2CC2)O3)cc1,16*,-2
Cc1ccc(Cn2cc(CN3CC(N4CCCC4)CS3(=O)=O)nn2)cc1 (stereo not drawn),-3,-5
C[C@@H]1ON(C)[C@H]2C[C@H]3c4[nH]c5c(-c6ccccc6)cccc5c4CCN3C(=O)[C@@H]12,-7,7
CN1C(=O)c2cc(NC(=O)C3CCCCC3)ccc2OC[C@H]2O[C@@H](CC(=O)NCC3CCCCC3)CC[C@H]21,4,2
CC(C)C[C@H]1CN(CCCC[C@@H]2CNC(=O)C(=O)N2Cc2ccccc2)C(=O)C(=O)N1CCc1ccc(O)cc1,-2,5
COc1ccc(Cn2cc(CN3CC(N4CCN(Cc5ccccc5F)CC4)CS3(=O)=O)nn2)cc1 (stereo not drawn),-2,-5
O=C(COc1ccccc1)NCC(=O)N/N=C/c1cc(Br)ccc1OCc1ccccc1,-2,1
O=C(Nc1cc(F)ccc1F)N1CC(=O)N2[C@H](CO)[C@@H](c3ccc(-c4cccc(F)c4)cc3)[C@@H]2C1,7,-1
COc1ccc(-c2oc3c(c2C#CC(C)(C)O)C(OC)CCC3)cc1 (stereo not drawn),-6,1
COc1ccc(S(=O)(=O)Nc2ccc3c(c2)C(=O)N([C@H](C)CO)C[C@@H](C)[C@@H](CN(C)S(=O)(=O)c2ccccc2)OCCCC[C@H](C)O3)cc1,-1,1
CCC(=O)N1CC2(C1)[C@H](c1ccccc1)[C@H](CO)N2Cc1ccccc1F,13,-4
Cc1ccccc1-c1ccc([C@H]2[C@@H](CO)N3C(=O)CN(C(=O)c4ccccn4)C[C@@H]23)cc1,7,-8
COCC#Cc1ccc([C@@H]2[C@H](CO)N3C(=O)CN(C(=O)C4CCC4)C[C@@H]23)cc1,1,8
COc1cc(/C=C(/C#N)c2nc(-c3cc4ccccc4oc3=O)cs2)cc([N+](=O)[O-])c1O,0,2
OC1(C#CCN2CCOCC2)CCCCC1,-7,5
C[C@@H]1CN([C@@H](C)CO)C(=O)Cc2cc(NS(=O)(=O)c3ccc(Cl)cc3)ccc2O[C@H]1CN(C)Cc1ccc(C(=O)O)cc1,-4,0
COc1cccc(C#Cc2ccc3c(c2)[C@@H]2[C@@H](CCN2C(=O)CC2CC2)[C@H](CO)N3)c1,1,-4
N#Cc1cccc(-c2ccc(C3[C@H]4CNC[C@@H]3N4Cc3cccc(-c4ccncc4)c3)cc2)c1 (stereo partly drawn),1,3
COc1ccc(CN(C)C[C@@H]2Oc3c(NC(=O)c4cc(C)nn4C)cccc3C(=O)N([C@H](C)CO)C[C@@H]2C)cc1,6,-3
COCCN1C(=O)CSCC1(C)C(=O)Nc1ccc2c(c1)OCCO2 (stereo not drawn),2,1
Cc1ccc(S(=O)(=O)Nc2ncc(C(F)(F)F)cc2Cl)cc1,1,3
CC(C)NC(=O)N(C)C[C@@H]1Oc2ccc(NC(=O)CCCCCC(=O)Nc3ccccc3N)cc2C(=O)N([C@H](C)CO)C[C@H]1C,9,7
CCCCNCC1C(Oc2ccc(Cl)cc2)C(=O)N1c1ccccc1C (stereo not drawn),-3,5
O=C(c1ccccn1)N1CC(=O)N2[C@H](CO)[C@H](c3ccc(C#Cc4ccccc4)cc3)[C@@H]2C1,2,-10

# (next part)
SMILES,SIRT5 block,ERp5 block
Cc1c(-c2cc[n+]([O-])cc2)oc2ccc(Br)cc2c1=O,4,1
COc1cc(OC)cc(C2=Cc3ccccc3C(CC(C)=O)N2c2ccc(-c3cncnc3)cc2)c1 (stereo not drawn),-2,-4
COc1ccccc1S(=O)(=O)N[C@H]1CC[C@H](CCn2cc(C3CCCC3)nn2)O[C@@H]1CO,1,2
Cc1cc(Cl)ccc1OC(C)C(=O)NCCc1ccc2c(c1)OCCO2 (stereo not drawn),-1,-2
Cc1cccc(Cc2nnc(CCC(=O)N(CC3CC3)CC3CCCO3)o2)c1 (stereo not drawn),0,1
CN(Cc1ccccn1)Cc1nc(Cc2ccccc2Cl)no1,-1,4
O=C(Nc1ccccc1F)N1CC(=O)N2[C@H](C1)[C@@H](c1ccc(C#Cc3ccccc3)cc1)[C@@H]2CO,-1,10
Cc1ccc(S(=O)(=O)NCc2ccccc2NS(=O)(=O)c2ccc(C)cc2)cc1,-4,3
OCC1(CCCc2ccccc2)CCN(Cc2ccc(F)cc2)CC1,-4,-3
C/C=C/c1ccccc1[C@@H]1[C@@H](CO)N(C(=O)Cc2ccccn2)[C@H]1C#N,-2,6
COc1cccc(C#Cc2ccc3c(c2)[C@H]2[C@H](CCN2C(=O)Cc2ccccc2)[C@H](CO)N3)c1,6,-3
O=C(c1cc2ccccc2c(=O)o1)N1CCCC1,-10,-9
COCC(=O)N1CC2(C1)CN(Cc1cccc(F)c1)[C@@H](CO)c1c2c2ccc(OC)cc2n1C,-2,2
CCCCNc1cccc2c1S(=O)(=O)N[C@@H](CC(C)C)CO2,-4,-1
Cc1ccc(C)c(SCC(=O)Nc2cc(S(=O)(=O)N3CCOCC3)ccc2C)c1,0,-1
O=C(Cc1ccccn1)N1CC(=O)N2[C@H](C1)[C@@H](c1ccc(-c3ccccc3)cc1)[C@@H]2CO,1,7

# Copied from the listing (19 entries):
SMILES,SIRT5 block,ERp5 block
CC(C)NC(=O)N(C)C[C@@H]1Oc2ccc(NC(=O)CCCCCC(=O)Nc3ccccc3N)cc2C(=O)N([C@H](C)CO)C[C@H]1C,9,7
CCCCNCC1C(Oc2ccc(Cl)cc2)C(=O)N1c1ccccc1C (stereo not drawn),-3,5
O=C(c1ccccn1)N1CC(=O)N2[C@H](CO)[C@H](c3ccc(C#Cc4ccccc4)cc3)[C@@H]2C1,2,-10
Cc1c(-c2cc[n+]([O-])cc2)oc2ccc(Br)cc2c1=O,4,1
COc1cc(OC)cc(C2=Cc3ccccc3C(CC(C)=O)N2c2ccc(-c3cncnc3)cc2)c1 (stereo not drawn),-2,-4
COc1ccccc1S(=O)(=O)N[C@H]1CC[C@H](CCn2cc(C3CCCC3)nn2)O[C@@H]1CO,1,2
Cc1cc(Cl)ccc1OC(C)C(=O)NCCc1ccc2c(c1)OCCO2 (stereo not drawn),-1,-2
Cc1cccc(Cc2nnc(CCC(=O)N(CC3CC3)CC3CCCO3)o2)c1 (stereo not drawn),0,1
CN(Cc1ccccn1)Cc1nc(Cc2ccccc2Cl)no1,-1,4
O=C(Nc1ccccc1F)N1CC(=O)N2[C@H](C1)[C@@H](c1ccc(C#Cc3ccccc3)cc1)[C@@H]2CO,-1,10
Cc1ccc(S(=O)(=O)NCc2ccccc2NS(=O)(=O)c2ccc(C)cc2)cc1,-4,3
OCC1(CCCc2ccccc2)CCN(Cc2ccc(F)cc2)CC1,-4,-3
C/C=C/c1ccccc1[C@@H]1[C@@H](CO)N(C(=O)Cc2ccccn2)[C@H]1C#N,-2,6
COc1cccc(C#Cc2ccc3c(c2)[C@H]2[C@H](CCN2C(=O)Cc2ccccc2)[C@H](CO)N3)c1,6,-3
O=C(c1cc2ccccc2c(=O)o1)N1CCCC1,-10,-9
COCC(=O)N1CC2(C1)CN(Cc1cccc(F)c1)[C@@H](CO)c1c2c2ccc(OC)cc2n1C,-2,2
CCCCNc1cccc2c1S(=O)(=O)N[C@@H](CC(C)C)CO2,-4,-1
Cc1ccc(C)c(SCC(=O)Nc2cc(S(=O)(=O)N3CCOCC3)ccc2C)c1,0,-1
O=C(Cc1ccccn1)N1CC(=O)N2[C@H](C1)[C@@H](c1ccc(-c3ccccc3)cc1)[C@@H]2CO,1,7

# Not all compounds are listed; count on the stated rates, not on these rows.
